HCV inhibitor: HCV inhibition; Huh7.5.1 HCVcc-Cre infection, luciferase reporter, 44 h; AID 651820; Potency, µM (doses to about 41.8 µM), without a hit: at the highest dose activity change, negative = inhibition, hits mostly inhibitors; 340,000 compounds, 3.4% hits; also: potency is read from the fitted curve at half-maximal effect
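Antiviral activity was scored by luciferase reporter output from cells infected with HCVcc-Cre (~0.5 moi) in presence of compound, 44 h infection period, cells seeded 1,000/well 4 h prior.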
HCMV antiviral: human cytomegalovirus inhibition; HFF cells, HCMV-luciferase reporter, 72 h; stronger effect = lower value; activity change, negative = inhibition, % at 57.5 µM; 410,000 compounds, 4.5% hits; in the data active = activity change below about -60%; inconclusive = no clear call, values can overlap the other calls; inactive = above about -39%
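Cell-based, HFFs, 1000 cells/well, 16 h 37C; cpds in DMSO + HCMV-luc, MOI 1 PFU/cell; 72 h 37C; OneGlo luminescence after 5 min RT; norm. to buffer vs Salinomycin 10uM.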
Giardia FBPA inh: Giardia lamblia aldolase inhibition | purified Giardia FBPA | Potency, µM (highest dose often 59.6 µM), for inactives: top-dose activity, negative = inhibition, hits mostly inhibitors | 290,000 compounds, 0.71% hits; also: potency is read from the fitted curve at half-maximal effect; nearly all actives have a fitted effect of over 55% in size
Target sequence (A8B2U2 whole entry, looked up): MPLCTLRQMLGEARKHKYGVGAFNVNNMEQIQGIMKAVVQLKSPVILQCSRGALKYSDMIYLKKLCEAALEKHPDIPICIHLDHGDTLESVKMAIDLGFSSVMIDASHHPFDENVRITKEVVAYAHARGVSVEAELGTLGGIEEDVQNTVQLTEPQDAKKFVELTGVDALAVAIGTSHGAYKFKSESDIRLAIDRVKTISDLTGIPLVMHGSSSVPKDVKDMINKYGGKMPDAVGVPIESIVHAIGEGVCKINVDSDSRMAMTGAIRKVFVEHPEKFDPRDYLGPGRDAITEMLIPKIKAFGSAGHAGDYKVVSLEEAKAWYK
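Giardia FBPA (40 nM reagent) was preincubated 10 min at RT with compound (up to 57.5 uM final), then substrate plus GAPDH/TPI/NAD/arsenate coupling system with diaphorase/resazurin was added; resorufin fluorescence (525/598 nm) was read after 20 min.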
Sm TGR inh: blocks Schistosoma mansoni thioredoxin glutathione reductase; Q962Y6; purified TGR, DTNB reduction, TNB absorbance 405 nm; Potency, µM (top dose mostly 114 µM), inactives show at the top dose activity change, negative = inhibition, hits mostly inhibitors; AID 485364; 360,000 compounds, 3% hits; also: potency is read from the fitted curve at half-maximal effect; nearly all actives have a fitted effect of over 60% in size
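First, TGR (20 nM dispensed) and NADPH were mixed with compound. Second, a 15 min room-temperature incubation followed. Third, further NADPH and then DTNB were added to start the reaction. Finally, TNB absorbance was monitored kinetically.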
AmpC detergent: inhibitors of E. coli AmpC beta-lactamase with detergent; P00811; AmpC hydrolysis of nitrocefin, absorbance 480 nm, 0.01% Triton; Potency, µM (titrated, usually from 114 µM), without a hit: top-dose activity change, negative = inhibition, hits mostly inhibitors; 370,000 compounds, 0.041% hits;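 also: potency is read from the fitted curve at half-maximal effect; 0% = no-compound wells and -100% = no-enzyme wells; nearly all actives have a fitted effect of over 25% in size; some results filed as inactive show a strong effect at the top dose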
Target sequence (P00811 whole entry, looked up): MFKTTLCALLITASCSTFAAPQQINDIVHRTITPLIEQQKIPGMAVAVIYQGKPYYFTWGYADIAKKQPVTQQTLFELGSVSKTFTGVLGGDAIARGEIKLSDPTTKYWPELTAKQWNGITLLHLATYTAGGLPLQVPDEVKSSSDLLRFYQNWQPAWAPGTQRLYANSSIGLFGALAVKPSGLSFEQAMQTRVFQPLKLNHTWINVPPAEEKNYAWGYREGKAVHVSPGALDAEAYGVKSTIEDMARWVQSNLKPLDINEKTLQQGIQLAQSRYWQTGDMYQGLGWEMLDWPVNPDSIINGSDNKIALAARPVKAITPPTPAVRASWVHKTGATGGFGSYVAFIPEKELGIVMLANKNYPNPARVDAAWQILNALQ
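20 mM phosphate pH 7.0 + 0.01% (detergent screen) or 0.0001% Triton X-100; 5.3 nM AmpC reagent; cpd preinc 15 min RT; nitrocefin (800 uM stock) to start; A480 q20 s × 4 min; Activity was normalised to no-enzyme and no-compound control wells.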
AMA1-RON2 inh: AMA1-RON2 (P. falciparum) interaction inhibition; Potency, µM (titrated, usually from 58.2 µM), without a hit: at the top dose activity change, negative = inhibition, usual class: inhibitors; 360,000 compounds, 0.2% hits; AlphaScreen AMA1-biotinylated RON2 peptide binding; AID 720542;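 also: potency is read from the fitted curve at half-maximal effect; 0% = vehicle wells and -100% = peptide control; nearly all actives have a fitted effect of over 45% in size; some results filed as inactive show a strong effect at the top dose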
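AMA1 (3D7) with his tag at 25 nM final met compounds first, then biotinylated RON2 peptide at 25 nM; detection used donor plus acceptor beads, 10 µg/mL apiece, read by AlphaScreen after 30 min at room temperature.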
An asterisk follows results filed as active; ? = inconclusive; . = not tested or not shown; & = joins results of further samples; [ ] = another dose, or the depositor's remark. Unless noted, calls follow the shape of the dose curve; as a rule, active = well fitted curve in the direction sought with a large enough effect; inconclusive = small, poorly fitted or top-dose-only effect, or another doubt; inactive = no such curve, though single readings can be large; an effect the other way counts as inactive or inconclusive. Unless noted, % is scaled to controls: 0 for no effect and ±100 for the full control effect.

SMILES	HCV inhibitor	HCMV antiviral	Giardia FBPA inh	Sm TGR inh	AmpC detergent	AMA1-RON2 inh
Cc1ccc(S(=O)(=O)N2CCOCC2)cc1C(=O)Nc1ccccc1C(=O)O	.	-9	.	8%	-2%	.
CN1CCN(/C=N/c2c(C#N)cnn2-c2ccccc2)CC1	5%	-2	1%	-1%	-17%	0%
O=C(CSc1nc2ccccc2n1CCc1ccccc1)NC1CC1	11%	10	-7%	0%	-2%	-1%
COc1cc(/C=C/[N+](=O)[O-])ccc1OC(=O)c1cccnc1	18%	17	-20%	1.8µM*	-12%	-13%
COc1ccc(C[C@H]2CN3C(=NC[C@H]3C)N2CCNC(=O)c2ccc(C)c(Br)c2)cc1	?	-18	8%	1%	5%	-3%
Cc1ccc(N(C(C)C(=O)O)S(=O)(=O)c2c(C)n[nH]c2C)cc1 (centres undefined)	-10%	-10	-1%	0%	2%	-1%
COc1cc2c(cc1OC)CN(C(=O)c1cc(Cl)nc(Cl)c1)CC2	?	-7	8%	-19%	0%	9%
Cn1c(CNc2ccccc2O)nc2ccccc21	1%	1	-27%	?	-12%	127%[activator]
O=C(CCCNC(=O)c1ccc(Cl)cc1)Nc1cccc(F)c1	?	-10	-8%	-8%	-5%	-2%
COc1ccc(OC)c(NC(=O)N2CCC3(CC2)Oc2ccccc2C(=O)N3Cc2ccccc2F)c1	.	6	.	13%	23%	.
Cc1ccc(S(=O)(=O)N2CCN(C(=O)Cc3ccc4c(c3)OCCO4)CC2)cc1C	5%	-6	5%	-3%	?	-14%
O=C(CN1C(=O)COc2ccccc21)N1CCc2ccccc21	3%	48	1%	2%	?	5%
CC(C)CCNC(=O)Cn1cc2c(n1)CCCCC2	7%	9	1%	3%	?	-6%
O=C(Nc1cccnc1)c1cc(-c2ccc(Cl)cc2Cl)on1	15%	-7	.	-12%	3%	3%
CCCCOc1ccc(C(=O)N(Cc2ccco2)Cc2ccco2)cc1	.	3	.	-34%	-1%	.
CCOc1ccc(C(=O)Nc2cccc(OCc3cc(=O)n4cc(C)sc4n3)c2)cc1	.	10	.	3%	7%	.
COc1ccc2c(CC(=O)NNC(=O)c3ccccc3F)coc2c1	6%	-19	.	.	.	66%[activator]
CCN(CC)/C(=N\S(=O)(=O)c1ccc(F)cc1)c1ccccc1	7%	7	4%	0%	-10%	-4%
Cc1ccc(C)c(NC(=O)CCCN2C(=O)COc3ccc(C)cc32)c1	.	-6	.	-23%	-2%	.
Cn1ccnc1SCC(=O)c1cccc(Br)c1	17%	74	-7%	-33%	?	2%
COc1ccc(C)cc1NS(=O)(=O)c1cn(C)nc1C	-25%	-30	-1%	.	7%	-3%
CCCCn1c(=O)[nH]c(=O)c2c1nc(-c1cc(Br)c(OCC)c(OC)c1)n2C	16%	-3	1%	-3%	-3%	11%
COc1ccc(N2CCN(Cc3nc(N)nc(Nc4ccccc4OC)n3)CC2)cc1	-7%	-2	0%	0%	2%	-9%
CCC(=NCc1cc(OC)cc(OC)c1)c1c(O)n(C)c(=O)n(C)c1=O	6.3µM*	-90*	-1%	-9%	-6%	-1%
CCN1C(=O)C2(c3ccccc31)c1c(oc3ccc(F)cc3c1=O)C(=O)N2CCCOC (centres undefined)	.	40	.	5%	7%	.

Record cards, as listed above. Screens in order: HCV inhibitor, HCMV antiviral, Giardia FBPA inh, Sm TGR inh, AmpC detergent, AMA1-RON2 inh
`CCN(CC)/C(=N\S(=O)(=O)c1ccc(F)cc1)c1ccccc1` is entered as 7%, 7, 4%, 0%, -10%, -4%
`CCCCOc1ccc(C(=O)N(Cc2ccco2)Cc2ccco2)cc1` is entered as ., 3, ., -34%, -1%, .
`COc1ccc2c(CC(=O)NNC(=O)c3ccccc3F)coc2c1` is entered as 6%, -19, ., ., ., 66%[activator]
`O=C(CSc1nc2ccccc2n1CCc1ccccc1)NC1CC1` is entered as 11%, 10, -7%, 0%, -2%, -1%

More structures.
SMILES	HCV inhibitor	HCMV antiviral	Giardia FBPA inh	Sm TGR inh	AmpC detergent	AMA1-RON2 inh
NS(=O)(=O)c1cccc(NC(=O)COC(=O)CN2C(=O)C3CC=CCC3C2=O)c1 (centres undefined)	16%	-28	2%	5%	-1%	-18%
CCC(C)c1ccc(NC(=S)N2CCN(c3ccccn3)CC2)cc1 (centres undefined)	?	15	11%	0%	?	17%
O=C(CCNC(=O)c1ccccc1Cl)Nc1cccc(S(=O)(=O)N2CCCC2)c1	-5%	59	.	-7%	?	-5%
Cc1c(C)c2ccc(OCC(=O)N3CC[C@@]4(O)CCCC[C@H]4C3)cc2oc1=O	-17%	10	22%	0%	-3%	-7%
COc1ccc(CCNC(=O)Cn2cccc2C(=O)c2ccccc2)cc1OC	31%[activator]	-8	4%	-16%	?	0%
COc1ccc(-c2cc3ccccc3n2CC(O)CN2CCN(CCO)CC2)cc1 (centres undefined)	-4%	63	0%	7%	2%	-4%
Cc1cccc(-c2nnc(NC(=O)c3ccc(N4C(=O)CCC4=O)cc3)s2)c1	-24%[8.37 µM]	9	4%	-6%	?	15%
COc1ccccc1C(=O)NCc1ccccc1	7%	-26	-2%	-1%	-2%	0%
CC1S/C(=N/N=C/c2cccc([N+](=O)[O-])c2)NC1=O (centres undefined)	?	17	-3%	10%	-5%	-13%
O=C1NC(C(=O)O)=CC(c2cccc(Cl)c2Cl)N1 (centres undefined)	16%	-5	.	-14%	-14%	37%[activator]
COCCCNc1nc(=S)[nH]c2cc(OC)c(OC)cc12	-28%	2	-5%	4%	-1%	-14%
Nc1cccc(Oc2c(F)c(F)c(Oc3cccc(N)c3)c(F)c2F)c1	0%	11	0%	5%	-9%	-10%
CCOC(=O)C(Cc1c[nH]c2ccccc12)NC(=O)c1ccco1 (centres undefined)	3%	12	-3%	8%	-15%	-5%
CC(=O)Nc1ccc(NC(=O)CN2CCCC(C)C2)c(Cl)c1 (centres undefined)	20%	26	1%	10%[11.4 µM]	-11%	-2%
CC1(C)C(=O)OC(C(=O)c2ccc(Cl)cc2)C(C)(C)C1=O (centres undefined)	22%	-21	4%	10%	-3%	12%
COc1ccc(C=CC(=O)C=CC=Cc2ccccc2)cc1	?	19	.	.	.	12%
COc1ccc(-n2nc(C(=O)N(C)C)nc2-c2ccccc2)cc1	22%	9	5%	21%	?	13%
CC(=O)c1ccc(NC(=S)N(C)C2CCN(C)CC2)cc1	2%	24	-2%	-16%	-4%	-4%
CCOc1ccccc1NC(=O)CSc1nc(=O)n(Cc2ccccn2)c2c1CCC2	19%	-20	.	4%	-19%	15%
O=C(NCC1CCCO1)C1CCN(C(=O)c2ccc(Cl)cc2)CC1 (centres undefined)	17%	65	6%	2%	3%	20%
Cc1cc(C)n2nc(SCC(=O)NC(=O)c3ccccc3)nc2n1	0%	35	.	.	.	-2%
CCCSc1nc2c(c(=O)n1CC)SC(C)C2 (centres undefined)	2%	-1	4%	4%	-15%	-2%
Cc1cc(S(=O)(=O)Nc2c(C)nc3nc[nH]n3c2=O)ccc1F	4%	7	0%	0%	-3%	-2%
C/C(=N\Nc1cc(C)nc(-c2ccccc2O)n1)c1ccccc1O	11µM*	-38	-8%	10%	8%	117%[activator]
CCN(CC(=O)Nc1ccc(NC(C)=O)cc1)C(=O)c1ccc2c(c1)OCCO2	9%	-24	.	-8%	?	10%
SMILES	HCV inhibitor	HCMV antiviral	Giardia FBPA inh	Sm TGR inh	AmpC detergent	AMA1-RON2 inh
OCCOc1ccccc1	27%	10	.	1%	-8%	-4%
Cc1ccc(NC(=O)c2cccc(NC(=O)/C=C/c3ccco3)c2)cc1C	?	-28	-3%	45µM*	?	-6%
COc1ccc(N(Cc2cc3cccc(C)c3[nH]c2=O)C(=O)c2cccc(Cl)c2)cc1	.	-18	.	3%	1%	.
COc1ccc([C@H]2CC(=O)C=C(c3ccccc3Oc3ccccc3)C2)cc1	?	5	.	7%	9%	-8%
Cc1ccc(S(=O)(=O)N2CCC(C(=O)N/N=C/c3cccnc3)CC2)cc1	23%	-33	5%	-6%	?	3%
O=C(O)c1cc(-n2[nH]c(=O)c3ccccc3c2=O)ccc1Cl	13%	25	4%	-6%	7%	1%
CCCCN(Cc1ccccc1)C(=O)CCN1C(=O)C2C3C=CC(C3)C2C1=O (centres undefined)	23%	?	-13%	20%	4%	32%[activator]
O=C(O)CCCc1ccc2ccc3cccc4ccc1c2c34	9%	0	0%	2%	-13%	-5%
Cc1ccc(OCCCC(=O)Nc2ccc(N3CCOCC3)cc2)cc1	-5%	-30	1%	0%	2%	-14%
O=C(c1ccncc1)N1CCN(S(=O)(=O)c2ccc(F)cc2)CC1	5%	36	.	?	2%	-8%
O=[N+]([O-])c1cc(Cl)ccc1Oc1ccc(-c2nnco2)cc1	1%	18	-2%	1%	2%	-8%
CC(C)N1CCC(NC(=O)Nc2ccccc2)CC1	12%	-20	3%	.	2%	0%
Nc1ccc(-n2nncc2-c2ccco2)cc1	7%	27	-5%	-9%	-10%	-3%
O=C(NCCc1c[nH]c2ccccc12)C(F)(F)F	4%	38	-5%	4%	-4%	-6%
CCOc1ccc(C(=O)NCC(=O)OCC(=O)N(C)CC(=O)Nc2ccccc2CC)cc1OCC	16%	30	.	.	.	21%[11.6 µM]
CCS(=O)(=O)NCC(c1ccco1)N1CCN(c2ccc(F)cc2)CC1 (centres undefined)	13%	-3&-5	3%	-3%&1%	-3%&3%	0%
Cn1c(Cn2nnc3ccccc32)nnc1SCC(=O)Nc1ccc2c(c1)OCO2	10%	4	5%	-3%	7%	22%
COCCCNC(=O)/C(C#N)=C/c1c(N2CCN(c3cccc(Cl)c3)CC2)nc2c(C)cccn2c1=O	?	-16	-6%	5%	3%	-10%
CC(C)(C)c1ccc(C(=O)OCCNC(=O)c2c(Cl)nc3ccccn23)cc1	?	41	0%	-12%	4%	-1%
CC(=O)Nc1cc(-c2nc3cc(Cl)ccc3o2)ccc1C	.	82	.	18%	-9%	.

Taken from the entries so far (3 entries):
SMILES	HCV inhibitor	HCMV antiviral	Giardia FBPA inh	Sm TGR inh	AmpC detergent	AMA1-RON2 inh
Nc1ccc(-n2nncc2-c2ccco2)cc1	7%	27	-5%	-9%	-10%	-3%
O=C(NCCc1c[nH]c2ccccc12)C(F)(F)F	4%	38	-5%	4%	-4%	-6%
CCOc1ccc(C(=O)NCC(=O)OCC(=O)N(C)CC(=O)Nc2ccccc2CC)cc1OCC	16%	30	.	.	.	21%[11.6 µM]

Assay outcomes: PubChem, National Center for Advancing Translational Sciences (NCATS)

An unsorted share of the library; overall some 9.3% were active at least once.
